mcGAS inh – blocks mouse cGAS activity; inhibition, % at 12.5 µM; recombinant cGAS, Kinase-Glo ATP depletion luminescence; 160,000 tested, 0.15% active;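 also: 0% = negative control wells and 100% = reference inhibitor with no enzyme activity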
hcGAS lum – blocks human cGAS activity; AID 1259398; Q8N884; inhibition, % at 12.5 µM; 290,000 tested, 0.081% active; recombinant h-cGAS, ATP depletion, Kinase-Glo luminescence;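 also: 0% = vehicle reaction and 100% = reaction without DNA for no activity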
Target sequence (Q8N884 whole entry, looked up): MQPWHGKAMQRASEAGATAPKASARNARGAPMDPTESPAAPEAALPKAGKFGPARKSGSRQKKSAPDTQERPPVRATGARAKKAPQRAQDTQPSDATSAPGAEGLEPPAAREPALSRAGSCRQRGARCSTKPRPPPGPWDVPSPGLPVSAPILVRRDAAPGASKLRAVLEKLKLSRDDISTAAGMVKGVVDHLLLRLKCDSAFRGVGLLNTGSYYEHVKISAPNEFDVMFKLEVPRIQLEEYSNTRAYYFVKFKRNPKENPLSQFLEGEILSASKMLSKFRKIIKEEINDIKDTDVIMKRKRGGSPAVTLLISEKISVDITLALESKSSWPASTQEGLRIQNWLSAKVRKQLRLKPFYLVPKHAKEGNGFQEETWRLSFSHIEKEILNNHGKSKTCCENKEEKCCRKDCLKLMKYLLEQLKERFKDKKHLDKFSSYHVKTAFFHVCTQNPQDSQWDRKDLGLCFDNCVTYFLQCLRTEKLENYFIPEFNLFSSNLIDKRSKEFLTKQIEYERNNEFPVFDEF
NPYLR7 agonist – mosquito NPYLR7 agonism. HEK293T NPYLR7/Galpha15, GCaMP6s calcium fluorescence. activation, % at 10 µM. 270,000 tested, 0.15% active. AID 1259423; in the data active = activation above about 40%;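 also: 0% = vehicle and 100% = reference agonist at the receptor; some compounds past the cut are filed as inactive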
* = called active by the depositor; · = not tested or not shown. Rule as the data show it, unless noted: active = inhibition above about 40%; inactive = the rest. Rows are unselected; overall some 0.29% were active at least once.

Values run as follows: mcGAS inh	hcGAS lum	NPYLR7 agonist
COCC(=O)Nc1ccc(N(C)C)c(CN(C(=O)c2ccccc2Cl)C2CC2)c1
    -3	-3	9
O=C(O)C1CCCCN1C(=O)c1cc(-c2ccccc2Cl)on1 (stereo unspecified)
    ·	-7	20
CCCCOc1ccc(C(=O)Nc2cc(C)nn2-c2nc(C)c(C)c(=O)[nH]2)cc1
    0	-1	-2
O=C(c1ccc(-n2cnnn2)cc1O)N1CCCC(CCc2ccccc2)C1 (stereo unspecified)
    -14	-6	9
CCc1ccc(N2CC(C(=O)N(C)CC(=O)Nc3c(Cl)cccc3Cl)CC2=O)cc1 (stereo unspecified)
    ·	-8	0
Cc1csc(C2(NC(=O)NCCN3CCOCC3)CCCC2)n1
    0	1	-9
COc1ccccc1-c1cc(C(=O)N2CCN(c3cccc(C(F)(F)F)c3)CC2)n2nc(-c3ccc(Cl)cc3)cc2n1
    -5	-1	-5
COc1ccc(Cl)cc1Cn1c(C)c(C(=O)NCc2ccc3c(c2)OCCO3)sc1=O
    ·	-5	-7
CCOC(=O)C1=C(c2ccccc2)Nc2nc(C)nn2C1c1ccc(OC)c(OC)c1 (stereo unspecified)
    ·	-6	2
FC(F)(F)c1cccc(-c2nnn3c2nc(NCc2ccco2)c2ccccc23)c1
    -8	-7	-7
N#CCCCSc1nc(-c2cccc(Oc3ccccc3)c2)[nH]c1-c1ccccc1
    ·	-2	9
Cc1sc(C2C(=N)N(Cc3ccccc3)C(C)C2=O)nc1-c1ccccc1 (stereo unspecified)
    -5	-8	·
O=C(CN(C(=O)c1ccc(F)cc1)C1CC1)N(CCc1c[nH]c2ccccc12)Cc1ccc(Cl)c(Cl)c1
    -3	5	-3
C#CCNc1ccccc1CN1CCC(CO)CC1
    ·	-18	0
CS(=O)(=O)NC1CCN(Cc2ccc(-c3ccn[nH]3)o2)CC1
    ·	-3	15
COC(=O)c1sc(N)c(C(=O)OC)c1COC(=O)CC1CCCC1
    ·	-8	10
CN(Cc1cn[nH]c1-c1ccccc1)C(=O)c1cccc(C#CC(C)(C)O)c1
    -16	-4	-6
O=C(NCc1cccs1)c1nn2c(C(F)(F)F)cc(-c3ccccc3)nc2c1Cl
    -6	-4	-17
NC(=O)CCN(C(=O)c1ccc2ccccc2c1)c1ccccc1Cl
    ·	-7	4
CC(C)(C)c1ccc(C(=O)N2CCC2(C)C(=O)Nc2cccc3ccccc23)cc1 (stereo unspecified)
    -4	-8	9
Cn1cc(/C=C2/COc3c(Br)cccc3C2=O)cn1
    31	-8	-7
O=C1c2ccccc2C(=O)c2c(OCc3ccccc3)ccc(OCc3ccccc3)c21
    ·	-5	-3
Oc1cccc2c(NC(=S)NC3CC4CCC3C4)cccc12 (stereo unspecified)
    ·	-8	1
CCc1oc2cc(OC(C)=O)ccc2c(=O)c1-c1ccc2c(c1)OCCO2
    ·	-3	2
CCOC(=O)N1CCN(C(=O)CCN(CC(C)C)c2nc(Cc3ccccc3)ns2)CC1
    -1	2	-10
O=C(Cn1ccn2nc(-c3ccccc3)cc2c1=O)Nc1ccc(F)cc1
    -9	-7	2
COc1ccc(-n2nc(C)c(-c3ccccc3)c2NC(=O)CN(C(=O)c2ccc(F)cc2)C(C)C)cc1
    -5	-7	2
COC(=O)N1CCN(C(C(=O)Nc2cccc(Cl)c2)C2CCCC2)CC1 (stereo unspecified)
    -3	-6	-3
CC1CN(c2ccc(NC(=O)c3ccc4c(c3)CCO4)cn2)CC(C)O1 (stereo unspecified)
    -9	-8	-1
COc1ccnc(CN(C)C(=O)c2ccc(NC(=O)c3ccoc3C)cc2)c1
    ·	-6	0
CCc1noc(C)c1C(=O)N1Cc2cnc(C(C)(C)C)nc2C1
    -13	-6	0
CNC(=O)[C@@H]1C[C@H](N)CN1Cc1cccn1-c1ccc(OC)cc1
    -11	-8	10
CCCN1CCCN(CC(=O)NC2CCN(C3CC3)CC2)CC1
    ·	-6	0
Cc1cc(Oc2cc(N3CCNC(C)C3)ncn2)ccc1Cl (stereo unspecified)
    ·	-6	9
COc1ncccc1CNc1cc(C)nc(C)n1
    ·	-5	-1
C=CCN(CC(=O)N(Cc1ccccc1)Cc1cccn1Cc1cccc(C(F)(F)F)c1)C(=O)c1ccc(Cl)cc1
    -4	-8	24
COC(=O)c1ccc(C(=O)N2CCC(c3nc(-c4ccccc4F)no3)CC2)cc1
    -4	-5	1
Nc1cc(-c2ccc(Cl)cc2)nn1-c1ccc(C(=O)NCCc2ccc(O)cc2)cc1
    -2	-2	0
Cc1nccn1CC1CCCN(C(=O)CSCc2ccccc2Cl)C1 (stereo unspecified)
    -16	-5	1
Cn1c(=O)c2c(SCC(=O)Nc3ccc(C(N)=O)cc3)nc(-c3ccccc3)nc2n(C)c1=O
    -9	-4	-5
CCC/C=C/c1cncc(C(=O)N2CCOCC2)n1
    ·	-8	18
O=C(Nc1nnc(Cc2ccccc2)s1)c1cccs1
    -7	-5	3
COc1ccc(NC(=O)CC(NCCC2=CCCCC2)C(=O)O)c(OC)c1 (stereo unspecified)
    ·	-5	5
CN(C)CCN1CCC(CNC(=O)Nc2cccc(Cl)c2)CC1
    -8	-9	4
COC(=O)c1ccc(CSc2c(CC(C)C)cnc3c2c(=O)n(C)c(=O)n3C)cc1
    -9	-9	5
CSc1nnc(SC2CC(=O)N(c3cc(Cl)cc(Cl)c3)C2=O)s1 (stereo unspecified)
    ·	7	-7
CC(C)c1cc(C(=O)N2CCc3c(ncnc3N(C)C)C2)nc2ncnn12
    -12	-6	-1
CCN(CC1CCOCC1)C(=O)C1CCCN(C(=O)COC)C1 (stereo unspecified)
    -1	-2	0
Cc1ccccc1CO[C@]1(C(=O)NC2CC2)CC(OCc2cccc(Cl)c2)[C@@H]2OC(C)(C)O[C@@H]2C1 (stereo partly specified)
    -3	-9	17
CCCN(CC(=O)Nc1ccc(F)c(F)c1F)C(=O)Cc1c(C)noc1C
    ·	-12	0
O=C(CN(Cc1ccccc1)c1nc(Cc2ccc(Cl)cc2)ns1)NCc1ccc(F)cc1
    0	1	-11
Cc1nnc(NC(=O)c2ccc(S(=O)(=O)Nc3cccc(C(F)(F)F)c3)o2)s1
    ·	23	-8
O=C(O)c1ccc(C(=O)Nc2ccc(Cl)cc2)c(C(=O)O)c1
    -4	-3	-1
CC(C)NS(=O)(=O)Cc1ccc(CNC(=O)Nc2ccc(-c3ccccc3)cc2)cc1
    -3	1	-6
COc1ccc(NC(=O)C2CCN(C(=O)[C@@H](Cc3ccccc3)NC(=O)Nc3c(F)cccc3F)CC2)cc1
    -8	-9	3
CCCCn1c(=N)c(C#N)cc2c(=O)n3cccc(C)c3nc21
    ·	-4	1
CCCC1CN(CCOc2ccccc2)C(=O)c2cccnc2O1 (stereo unspecified)
    -9	3	-5
NCc1nc2c(nnn2Cc2ccccc2)c(=O)[nH]1
    -8	-6	-1
COc1ccc(-c2csc(-n3[nH]c(C)c(N=Nc4ccc(Cl)cc4)c3=O)n2)cc1
    -5	2	-3
COc1ccc(-n2c(SCc3ccc(C(=O)Nc4ccc5c(c4)OCO5)cc3)nnc2-c2ccco2)cc1
    1	6	-14

Copied from the listing for reference:
Values run as follows: mcGAS inh	hcGAS lum	NPYLR7 agonist
Cc1nccn1CC1CCCN(C(=O)CSCc2ccccc2Cl)C1 (stereo unspecified)
    -16	-5	1
Cn1c(=O)c2c(SCC(=O)Nc3ccc(C(N)=O)cc3)nc(-c3ccccc3)nc2n(C)c1=O
    -9	-4	-5
CCC/C=C/c1cncc(C(=O)N2CCOCC2)n1
    ·	-8	18
O=C(Nc1nnc(Cc2ccccc2)s1)c1cccs1
    -7	-5	3
COc1ccc(NC(=O)CC(NCCC2=CCCCC2)C(=O)O)c(OC)c1 (stereo unspecified)
    ·	-5	5
CN(C)CCN1CCC(CNC(=O)Nc2cccc(Cl)c2)CC1
    -8	-9	4
COC(=O)c1ccc(CSc2c(CC(C)C)cnc3c2c(=O)n(C)c(=O)n3C)cc1
    -9	-9	5
CSc1nnc(SC2CC(=O)N(c3cc(Cl)cc(Cl)c3)C2=O)s1 (stereo unspecified)
    ·	7	-7
CC(C)c1cc(C(=O)N2CCc3c(ncnc3N(C)C)C2)nc2ncnn12
    -12	-6	-1
CCN(CC1CCOCC1)C(=O)C1CCCN(C(=O)COC)C1 (stereo unspecified)
    -1	-2	0
Cc1ccccc1CO[C@]1(C(=O)NC2CC2)CC(OCc2cccc(Cl)c2)[C@@H]2OC(C)(C)O[C@@H]2C1 (stereo partly specified)
    -3	-9	17
CCCN(CC(=O)Nc1ccc(F)c(F)c1F)C(=O)Cc1c(C)noc1C
    ·	-12	0
O=C(CN(Cc1ccccc1)c1nc(Cc2ccc(Cl)cc2)ns1)NCc1ccc(F)cc1
    0	1	-11
Cc1nnc(NC(=O)c2ccc(S(=O)(=O)Nc3cccc(C(F)(F)F)c3)o2)s1
    ·	23	-8

Continued.
Values run as follows: mcGAS inh	hcGAS lum	NPYLR7 agonist
CC(=O)Cn1c(=O)c2c(nc3n(-c4cc(Cl)ccc4C)c(C)cn23)n(C)c1=O
    ·	-7	-1
O=[N+]([O-])c1ccccc1NN=C1CC2CC=CC12 (stereo unspecified)
    ·	-12	-7
COC[C@H]1C[C@H]2C[C@@H](Oc3ccccn3)[C@H](N3CCN(C4CCCCC4)CC3)[C@]2(O)CO1
    -5	-3	5
COc1cc(OC)cc(-c2cc3c(Nc4ccc(OC)nc4)nccc3n2C)c1
    -8	-4	-8
CCOC(=O)CC1Nc2nc3ccccc3n2C1=O (stereo unspecified)
    ·	0	20
CCn1ncnc1CN1CCOc2c(cc(-c3cccc(OC)n3)cc2OC)C1
    ·	-7	3
O=C(NCCCn1nc(-c2ccccc2)ccc1=O)C1c2ccccc2Oc2ccccc21
    ·	3	0
C=CCCC(O)CN(CCOC)Cc1c(CC)nn(-c2ccccc2)c1Oc1ccc(C)cc1 (stereo unspecified)
    -4	-5	1
Cc1cccc(/C=C2/SC(=S)N(CC(=O)O)C2=O)c1
    ·	-7	3
Cc1nonc1CN(C)C(=O)c1ccccc1NCc1cccs1
    ·	-4	-2
CCC(C)N(C(=O)CN1CCN(c2ccc(F)cc2)CC1)C1CCS(=O)(=O)C1 (stereo unspecified)
    ·	-1	-2
COc1ccc(-n2c(CCC(=O)NCC3CCCO3)ccc2-c2ccc(Cl)cc2)cc1 (stereo unspecified)
    -4	-1	5
CC1CN(Cc2ccco2)c2nc3c(c(=O)[nH]c(=O)n3C)n2C1 (stereo unspecified)
    ·	-11	1
CCCCN(C)c1c(C)nc2ccc(C(=O)N3CCNC(=O)C3)cn12
    -4	-3	-4
COc1cc(=O)n(-c2ccc(F)cc2)nc1C(=O)NCC(OC)OC
    -9	-11	15
N#Cc1cccc(CSc2nc(Oc3cccc(F)c3)cc(-c3ccccc3)n2)c1
    ·	5	5
COc1ccc(-c2nc3c(OCc4ccccc4)cccn3c2NCc2ccccc2)cc1OC
    3	8	-2
c1ccc(COC2CCN(Cc3cccnc3)CC2)cc1
    -11	-5	2
NC(=O)CCn1cc(CN2CCC3(CCOCC3)CC2)c2ccccc21
    ·	-6	-1
C=CCCC(=O)N1CCN(c2nccc(-c3ccc(OCC)cc3)n2)CC1
    -7	-8	-2
Cc1nc(-n2nc(-c3cccs3)cc2NC(=O)C2CC2)[nH]c(=O)c1C
    ·	-11	-2
COc1ccc(CC(=O)Nc2cc(C)nn2-c2nc3ccccc3s2)cc1
    -15	-6	-13
CNc1cc(-c2cc(C(C)C)nc(C(F)(F)F)n2)c2cc[nH]c2n1
    -16	-4	11
O=C(COc1ccc(Cl)cc1)N1CCCC(OCc2ccccc2F)C1 (stereo unspecified)
    -5	-6	-8
Cc1cccc(OCC(=O)Nn2cnc3c(cnn3-c3ccc(C)c(C)c3)c2=O)c1
    ·	-12	3
CC(C)C(CNC(=O)C1CN(c2nccn3cnnc23)CC1C)N1CCOCC1 (stereo unspecified)
    ·	-9	1
CCN1CCCC(C)(C(=O)N2CCc3c(nc(N(C)C)[nH]c3=O)C2)C1 (stereo unspecified)
    ·	-4	-2
Cc1ncc2c(c1CNC(=O)/C=C/c1cccs1)CCN(C(=O)COc1ccccc1)C2
    -4	-4	-5
CCCC(=O)N1CCCC1(C)C(=O)Nc1cc(OC)ccc1OC (stereo unspecified)
    -7	-17	5
N#Cc1ccc(CSC2=NCCCN2)cc1
    ·	-5	4
COCC1CCCN(C(=O)c2ccc(-c3cccnc3)nc2)C1 (stereo unspecified)
    ·	-8	-4
Cc1ccccc1-c1onc(C)c1C(=O)NCc1cccs1
    -1	2	-1
Cc1cccc(CN(Cc2ccco2)CC(O)COCc2ccco2)c1 (stereo unspecified)
    -6	-5	-2
CN1CCC2(CCCN(Cc3cc4n(n3)CCCNC4)C2)C1 (stereo unspecified)
    ·	-7	-2
CCCN1C(=O)C(c2c(C)[nH]n(-c3ccc(Cl)c(Cl)c3)c2=O)=C([n+]2cccc(C)c2)C1=O
    -11	-2	7
COc1cc(C=C2SC(=NS(=O)(=O)c3ccccc3)NC2=O)c([N+](=O)[O-])cc1OC
    9	-4	-4
Cc1cc(Sc2ncn[nH]2)c2c(Cl)ccc(Cl)c2n1
    ·	3	11
CCOc1ccc(S(=O)(=O)N2CCC(c3nncn3C)CC2)cc1
    ·	-6	11
